PfG6PD inh – PfG6PD (Plasmodium falciparum) enzyme inhibition; PfGluPho enzyme, NADPH resazurin-diaphorase fluorescence; inhibition, % at 20 µM; actives 0.78% (n = 350,000); AID 504690;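 active means inhibition reaching at least a set limit at 20 µM in the primary screen, cut at about 59% in these data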;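 further: 0% = DMSO wells with substrate and 100% = DMSO wells lacking glucose-6-phosphate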
SENP6 inh – inhibitors of human SENP6 protease | Recombinant SENP6 catalytic domain, aminoluciferin luminescence | inhibition, % at 10 µM | actives 1.8% (n = 330,000) | AID 2599;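 active means inhibition above about 50% at the single tested dose, limit read from the data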;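 further: plate controls were DMSO wells with enzyme for no effect and DMSO wells lacking enzyme for full effect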
HKDC1 inh – HKDC1 (human) hexokinase inhibition. Q2TB90. recombinant HKDC1, G6PDH/diaphorase resazurin coupled fluorescence. inhibition, % at 20 µM. actives 0.16% (n = 340,000). AID 493160;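 active means inhibition above about 35% when tested at 20 µM, limit read from the data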;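 further: plate controls were DMSO wells with enzyme for no effect and DMSO wells lacking enzyme for full effect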
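Test system: Recombinant HKDC1 (HK5) hexokinase enzyme, produced in-house | Input: HKDC1 at 5 µg/mL | Buffer or medium: Tris pH 8.0 buffer with MgCl2, Tween-20, BSA, BME | Schedule: 90 min reaction incubation at room temperature, dark | Technique: Resazurin-to-resorufin fluorescence via G6PDH and diaphorase coupling, 525/613 nm | Controls: DMSO wells with and without enzyme mix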
Apaf1 inhib – inhibitors of human Apaf-1 apoptosome; inhibition, % at 20 µM; reconstituted apoptosome caspase-3 activity, DEVD-Rh110 fluorescence; actives 0.71% (n = 330,000); O14727; active means inhibition of at least 40% at 20 µM;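 further: plate controls were DMSO wells for no effect and DEVD-CHO caspase inhibitor wells for full effect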
Target sequence (O14727 whole entry, looked up): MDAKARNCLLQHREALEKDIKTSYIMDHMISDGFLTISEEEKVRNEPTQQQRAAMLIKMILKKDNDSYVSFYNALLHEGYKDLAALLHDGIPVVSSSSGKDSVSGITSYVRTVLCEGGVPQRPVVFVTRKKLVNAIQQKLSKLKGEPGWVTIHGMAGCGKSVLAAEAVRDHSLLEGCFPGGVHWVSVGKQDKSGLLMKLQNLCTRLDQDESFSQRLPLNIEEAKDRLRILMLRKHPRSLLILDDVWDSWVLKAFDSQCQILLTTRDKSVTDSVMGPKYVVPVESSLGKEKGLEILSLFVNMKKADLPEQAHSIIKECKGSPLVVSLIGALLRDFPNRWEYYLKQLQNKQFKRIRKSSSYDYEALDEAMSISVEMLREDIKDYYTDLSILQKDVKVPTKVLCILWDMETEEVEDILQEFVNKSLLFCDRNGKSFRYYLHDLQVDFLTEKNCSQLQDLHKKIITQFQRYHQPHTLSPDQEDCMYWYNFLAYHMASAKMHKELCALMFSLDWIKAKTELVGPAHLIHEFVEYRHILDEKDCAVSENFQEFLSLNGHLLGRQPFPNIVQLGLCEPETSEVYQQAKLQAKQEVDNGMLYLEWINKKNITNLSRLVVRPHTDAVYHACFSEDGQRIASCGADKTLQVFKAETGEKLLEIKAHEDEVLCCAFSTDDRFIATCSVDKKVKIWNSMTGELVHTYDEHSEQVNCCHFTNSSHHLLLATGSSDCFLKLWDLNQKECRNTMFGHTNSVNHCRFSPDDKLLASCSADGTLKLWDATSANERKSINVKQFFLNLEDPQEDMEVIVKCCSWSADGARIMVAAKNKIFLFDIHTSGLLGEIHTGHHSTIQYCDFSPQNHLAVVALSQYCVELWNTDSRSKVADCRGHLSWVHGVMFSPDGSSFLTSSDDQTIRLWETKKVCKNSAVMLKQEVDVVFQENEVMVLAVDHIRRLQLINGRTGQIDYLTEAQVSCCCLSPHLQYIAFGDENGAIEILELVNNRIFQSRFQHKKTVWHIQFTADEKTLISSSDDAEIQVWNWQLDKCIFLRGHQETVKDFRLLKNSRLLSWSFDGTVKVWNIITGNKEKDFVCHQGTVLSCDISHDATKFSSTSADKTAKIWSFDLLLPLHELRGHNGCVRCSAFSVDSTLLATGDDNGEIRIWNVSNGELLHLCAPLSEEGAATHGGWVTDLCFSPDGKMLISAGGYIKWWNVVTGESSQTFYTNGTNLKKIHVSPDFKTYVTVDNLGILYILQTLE
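detection = Rh110 fluorescence intensity | test system = biochemical Apaf-1 apoptosome reconstitution | also added = cytochrome c and DEVD-Rh110 substrate | schedule = 30 min plus 50 min, RT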
SENP8 block-1 – blocks the human protease SENP8; actives 1.2% (n = 330,000); inhibition, % at 10 µM; AID 2540; Q96LD8; purified SENP8, Z-RLRGG-aminoluciferin cleavage, luminescence; in the data active means inhibition above about 50%
NALP3 yeast inh – blocks the NALP3 inflammasome reconstituted in yeast. Yeast reconstituted NLRP3/ASC/caspase-1, beta-gal luminescence, 24 h. actives 0.39% (n = 330,000). inhibition, % at 10 µM. AID 2825;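 active means inhibition of 50% or more; inactive means inhibition below 50%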;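 further: plate controls were induced DMSO wells for no effect and uninduced yeast grown without galactose for full effect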
SENP1 inh – blocks the human SENP1 SUMO protease catalytic domain; recombinant SENP1 catalytic domain, CyPet-SUMO1-YPet FRET cleavage; Q9P0U3; inhibition, % at 10 µM; actives 0.21% (n = 360,000);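 active means inhibition at least 30% at 10 µM, raw YFP signal under a set limit, fluorescence ratio 0.5 to 1.5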;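 further: 0% = enzyme with DMSO and 100% = no enzyme wells; some results filed as inactive read as strong as hits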
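Assay system – human recombinant His6-tagged SENP1 catalytic domain enzyme · Input – SENP1 enzyme, 20 pM final · Buffer or medium – Tris pH 8 buffer plus EDTA, NaCl, BME, BSA, NP40, catalase · Schedule – 50 min reaction at room temperature · Technique – FRET read of cyan and yellow fluorescence · Control set – no-enzyme wells low, DMSO-plus-enzyme wells high control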
SENP8 block-2 – inhibitors of human SENP8 protease. Q96LD8. recombinant SENP8, Nedd8 substrate fluorescence. inhibition, % at 20 µM. actives 0.64% (n = 360,000). AID 602440; in the data active means inhibition mostly above about 40%, no sharp cut-off; inactive means mostly below about 27%
SENP7 block – inhibitors of human SENP7 protease; inhibition, % at 5 µM; actives 1.5% (n = 330,000); AID 434973; recombinant SENP7, Z-RLRGG-aminoluciferin luminescence, 40 min;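 active means inhibition above about 50% at the single test dose, limit read from the data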;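 further: plate controls were DMSO with enzyme for no effect and no enzyme buffer wells for full effect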
Numbers without * were called inactive; x = no result given.

no.	SMILES	PfG6PD inh	SENP6 inh	HKDC1 inh	Apaf1 inhib	SENP8 block-1	NALP3 yeast inh	SENP1 inh	SENP8 block-2	SENP7 block
1	CC(NC(=O)COc1ccccc1)C(=O)OCC(=O)c1cc2ccccc2o1 (stereo not drawn)	-40	-22	-6	15	-9	2	-7	-14	0
2	COC(=O)c1cc(CNC(=O)c2ccc(O)c(Cl)c2)ccc1OC	-43	-2	7	6	-11	16	0	3	-6
3	COc1ccccc1C(=O)Nc1ccc(S(=O)(=O)NC2=NCCCCC2)cc1	-8	11	-1	-6	5	-1	-1	0	0
4	COc1ccc(NC(=O)CSc2nc(O)cc(=O)[nH]2)c(OC)c1	-6	9	-7	-23	12	2	-10	26	4
5	COc1cccc(/C=N/Nc2cc(C)nc(-c3ccccc3O)n2)c1O	27	-6	-23	-1	-5	54*	2	-77	11
6	CN(C)C(CNC(=O)CSc1nnc(-c2ccco2)o1)c1ccccc1 (stereo not drawn)	-5	-8	9	14	6	9	3	9	6
7	N/C(=N\OC(=O)Cc1ccccc1[N+](=O)[O-])c1ccc(Br)cc1	7	5	-4	10	-5	-3	5	10	8
8	CCN(CCCNC(=O)Cn1ncc2c([nH]c3ccc(C)cc32)c1=O)Cc1ccccc1	-5	20	2	2	13	-2	-2	-84	7
9	COC(C(=O)Nc1ccc(S(=O)(=O)N2CCCCC2)cc1)c1ccccc1 (stereo not drawn)	-6	-12	0	4	-10	0	0	13	-9
10	O=C(CCC(=O)OCC(F)(F)C(F)F)Nc1ccc(Cl)cc1	5	2	-5	-9	0	5	0	12	10
11	CCCCNC(=O)C1c2cc(OC)c(OC)cc2C(=O)N(C)C1c1cccs1 (stereo not drawn)	-6	3	-1	-2	-6	11	1	9	-6
12	O=C(CN1C(=O)NC2(CCc3ccccc32)C1=O)NCc1ccc(Cl)cc1 (stereo not drawn)	-11	-11	3	7	-8	2	-4	-2	-9
13	COc1c(-c2ccc(O)cc2)oc2cc(O)cc(O)c2c1=O	-4	6	8	12	-7	14	2	21	2
14	COC(=O)Cc1[nH]n(-c2ccccc2)c(=O)c1C=Nc1ccc(C)cc1	14	1	5	3	1	25	-6	36	0
15	Cc1cc(S(=O)(=O)NCC2CCCO2)c(C)cc1Br (stereo not drawn)	4	-21	-5	-3	-2	13	2	3	-7
16	S=C(NCCc1ccncc1)Nc1cccc2ccccc12	-4	-12	2	2	0	19	0	-5	-3
17	Cc1ccc(S(=O)(=O)NCCC(=O)OCC(=O)Nc2ccccc2Cl)cc1	9	-22	-7	5	-1	18	3	4	2
18	O=C(Nn1c(O)c(C=C2N=c3ccccc3=N2)sc1=S)c1ccc(Cl)cc1	19	3	9	12	-4	11	-11	-14	-4
19	COC(=O)/C(=N/Nc1ccccc1Cl)Sc1nnc(C(O)c2ccccc2)n1-c1ccccc1 (stereo not drawn)	12	-3	-9	8	-6	9	0	8	-1
20	COc1ccc(F)cc1C(=O)COC(=O)c1n[nH]c(=O)c2ccccc12	-6	-12	-1	-7	6	8	-2	1	-8
21	CCCn1nnnc1-c1ccc(Cl)cc1	-7	-9	-12	1	-7	-3	0	13	-1
22	O=C(CN1C(=O)C(=O)N(C2CCCC2)C1=O)Nc1ccccc1OC(F)F	-24	-13	-3	-2	-7	4	1	19	2
23	COc1cc(CN2CCN(C(c3ccccc3)c3ccccc3)CC2)cc(OC)c1OC	11	-6	-4	11	-2	11	1	18	12
24	COc1ccc(OCCn2cc(/C(N)=N/O)c3ccccc32)cc1	2	-16	-8	2	-8	-4	2	1	-1

Records above shown as hits in NALP3 yeast inh.
entry | smiles | PfG6PD inh | SENP6 inh | HKDC1 inh | NALP3 yeast inh | SENP1 inh | SENP7 block
5 | COc1cccc(/C=N/Nc2cc(C)nc(-c3ccccc3O)n2)c1O | 27 | -6 | -23 | 54* | 2 | 11

Sorted by count of non-hydrogen atoms (low to high): part of the list above
no.	SMILES	PfG6PD inh	SENP6 inh	HKDC1 inh	Apaf1 inhib	SENP8 block-1	NALP3 yeast inh	SENP1 inh	SENP8 block-2	SENP7 block
10	O=C(CCC(=O)OCC(F)(F)C(F)F)Nc1ccc(Cl)cc1	5	2	-5	-9	0	5	0	12	10
6	CN(C)C(CNC(=O)CSc1nnc(-c2ccco2)o1)c1ccccc1 (stereo not drawn)	-5	-8	9	14	6	9	3	9	6
22	O=C(CN1C(=O)C(=O)N(C2CCCC2)C1=O)Nc1ccccc1OC(F)F	-24	-13	-3	-2	-7	4	1	19	2
1	CC(NC(=O)COc1ccccc1)C(=O)OCC(=O)c1cc2ccccc2o1 (stereo not drawn)	-40	-22	-6	15	-9	2	-7	-14	0

Remaining list, next part.
no.	SMILES	PfG6PD inh	SENP6 inh	HKDC1 inh	Apaf1 inhib	SENP8 block-1	NALP3 yeast inh	SENP1 inh	SENP8 block-2	SENP7 block
25	NS(=O)(=O)c1ccc(NC(=O)COC(=O)c2cccc(S(=O)(=O)N3CCCC3)c2)cc1	7	-13	-4	-8	-6	-2	0	10	-4
26	COC(=O)c1cc(NC(=S)NCc2ccc(Cl)cc2)cc(C(=O)OC)c1	17	-1	-7	12	-9	15	-1	-11	2
27	COCCNC(=O)CN(C(=O)Cn1nnc2ccccc21)c1ccccc1	-9	9	-1	-8	5	7	2	22	-3
28	Fc1cc(NC(=S)NCc2ccc(CNC(=S)Nc3ccc(Cl)c(F)c3)cc2)ccc1Cl	0	9	-2	-26	1	-3	2	30	0
29	CCCOc1ncnc2c1[nH]c1ccc(C)cc12	37	48	0	0	24	39	x	x	29
30	CC1CN(c2ccc(C(=O)c3ccccc3C(=O)O)cc2[N+](=O)[O-])CC(C)O1 (stereo not drawn)	-17	-1	-10	1	6	10	-20	14	-5
31	CCN1C(=O)C2C(c3ccc(O)c(OC)c3)NC(C)(C(=O)OC)C2C1=O (stereo not drawn)	-13	2	-4	-2	12	-2	-1	0	3
32	O=C(CSc1nncc(=O)[nH]1)Nc1cccc([N+](=O)[O-])c1	20	-7	1	11	-3	17	2	5	9
33	CNc1c([N+](=O)[O-])ncn1C	2	14	0	-11	0	13	2	12	1
34	O=C(COC(=O)CCS(=O)(=O)c1ccc(Cl)cc1)NCCc1ccc(Cl)cc1Cl	-13	-7	-2	24	-4	-10	-1	25	-10
35	Cc1c(N(C)C(=O)c2ccco2)c(=O)n(-c2ccccc2)n1C	-8	-1	-7	-2	-2	4	1	13	-1
36	Cc1cn2c(=O)c(C(=O)N3CCN(c4ccccc4F)CC3)cnc2s1	-9	-8	0	6	-4	3	2	-6	-4
37	CC(C)[C@H](Nc1ccc(S(=O)(=O)N2CCOCC2)cc1[N+](=O)[O-])C(=O)OCC(N)=O	-1	-7	2	-7	3	20	2	16	8
38	CC(C)CCNC(=O)c1onc(CSc2ccccn2)c1C(=O)NCCC(C)C	33	-3	2	23	-13	6	3	7	-12
39	CCCNC(=O)c1ccc(N2CCC3(CC2)CC(c2ccc(Cl)cc2)=NO3)c([N+](=O)[O-])c1	-13	-12	-1	0	-2	17	1	15	-5
40	CC1CCCC(NC(=O)CCNS(=O)(=O)c2ccc(Br)cc2)C1C (stereo not drawn)	-21	14	13	6	1	-3	0	4	4
41	CCCC(=NCc1ccccc1)C1=C(O)C(C(=O)OC)C(C)(C)CC1=O (stereo not drawn)	1	-9	-6	-1	-13	0	1	15	4
42	CC1CN(S(=O)(=O)c2ccc(C(=O)NC3CCCCC3)cc2)CC(C)O1 (stereo not drawn)	7	-2	-8	3	0	7	2	12	6
43	COc1ccc(Nc2nc(N3CCCC3)nc(N3CCOCC3)n2)cc1	5	0	-2	11	-6	28	2	14	10
44	CC(=O)NC(O)C(=O)c1ccco1 (stereo not drawn)	-14	3	-10	-7	8	-1	0	-6	4
45	CCCC(=O)N(c1ccc(OC)cc1)C1C=CS(=O)(=O)C1 (stereo not drawn)	-16	-20	7	-20	-1	3	0	11	7
46	CCOC(=O)[C@@H]1[C@H]2COc3cc(OC)ccc3[C@H]2N2C(=O)N(c3ccccc3)C(=O)[C@]12C	14	8	-3	1	6	15	0	13	3
47	COc1ccc(-n2c(=S)[nH]c3c(oc4ccccc43)c2=O)cc1	40	-29	12	12	-14	3	0	7	-10
48	Cc1cc(C)c(C)c(Oc2ncnc(N)c2[N+](=O)[O-])c1	-8	11	-7	2	1	18	2	16	-1
49	CC(C)CNC(=S)NC1CC2CCCC(C1)N2C1CCCCC1 (stereo not drawn)	4	-3	5	3	-2	4	0	10	4
50	O=C(O)C1CCN(S(=O)(=O)c2cccc3nonc23)CC1	-7	3	-5	-12	2	23	4	16	-2
51	Cc1ccc(CCNCc2c(C(=O)O)c(C)n(-c3ccccc3)c2C)cc1	-2	-5	-2	11	3	20	-5	5	0
52	Cc1nc2ccccc2c(=O)n1NC(=O)C1CCC(C(C)(C)C)CC1 (stereo not drawn)	-3	9	-7	6	4	22	0	3	5
53	CN1C(=O)C2(N=c3ccccc3=N2)c2ccccc21	-20	12	-1	6	-12	-20	2	-390	-3
54	Cc1ccc(NC(=O)CCCn2nc(C)c3c(C)n(-c4ccccc4)nc3c2=O)cc1C	64*	-6	2	12	14	14	-1	10	4
55	COc1ccc(N2CCN(C(CNC(=O)C3CCCCC3)c3ccco3)CC2)cc1 (stereo not drawn)	3	-13	-3	-2	-9	11	3	11	-2
56	CCOCCCN(C)C1CCN(C(=O)c2oc3ccccc3c2NC(=O)COc2ccc(F)cc2)CC1	-7	1	1	1	-6	19	0	10	10
57	O=C1C2CCCN2C(c2cccc(F)c2)N1c1cccc(Cl)c1 (stereo not drawn)	-2	5	-5	-3	5	8	2	10	-1
58	COc1cc(NS(=O)(=O)c2c(C(=O)N3CCOCC3)c(C)n(C)c2C)cc(OC)c1OC	-4	-7	-6	-2	-3	8	2	15	-4
59	O=C(/C=C/c1ccccc1)NCCSc1ccc(Cl)cc1	5	-12	-3	18	-1	37	3	40*	12
60	CCCCOC(=O)c1ccc(O)cc1	-6	14	-6	5	3	12	1	21	7
61	CCOC(=O)C1C(=O)NC(C)C1c1ccccc1 (stereo not drawn)	-4	-8	-10	8	4	3	1	20	9
62	O=C(O)c1cccc2c1C(=O)c1ccccc1-2	-9	-9	4	-5	1	11	1	13	0
63	O=C(CNC(=O)c1ccccc1)Oc1cccc(Cl)c1	11	-11	-2	-18	-1	19	3	34	3
64	COc1ccc(C)cc1NC(=O)CCNS(=O)(=O)c1ccc2c(c1)CCC(=O)N2	20	7	0	-10	1	14	-1	-1	0
65	COc1ccc(C(CC(=O)c2ccccc2)CC(=O)c2ccccc2)cc1OC	-2	8	-7	8	-2	4	1	11	7
66	COc1cc(/C=C(\C#N)c2nc3ccccc3o2)ccc1O	-21	95*	4	11	90*	48	-46	-53	80*
67	Cc1ccc(Nc2ncccc2C(=O)NCc2cccs2)c(C)c1	43	-4	1	12	0	1	-1	10	-1
68	CC(C(=O)NCc1ccco1)n1cc(C(=O)c2ccco2)c2ccccc21 (stereo not drawn)	-14	15	2	1	0	-2	2	-69	0
69	CCOc1ccccc1CNC(=O)c1ccc2nc(N3CCOCC3)sc2c1	7	1	-3	9	6	18	-2	0	0

Screening data as filed in PubChem BioAssay.
